Screening data: PubChem BioAssay, several laboratories
ARFGAP1 inhibitor – inhibitors of rat ARFGAP1 GAP activity, primary screen, biochemical, fluorescence polarization, GDP tracer; 360,000 tested, 0.26% active; ADP-ribosylation factor GTPase-activating protein 1 (Rattus norvegicus), Q62848; Arfgap1-stimulated ARF1 GTP hydrolysis, GDP FP detection; inhibition, % at 16.5 µM; AID 651572, 2012;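 active = inhibition above a per-plate limit, mean inhibition of low control wells plus 3 SD, cut at about 25% in these data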;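 also: 0% = DMSO wells with enzyme and 100% = wells lacking Arfgap1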
Target sequence (Q62848 1-136 limits assumed): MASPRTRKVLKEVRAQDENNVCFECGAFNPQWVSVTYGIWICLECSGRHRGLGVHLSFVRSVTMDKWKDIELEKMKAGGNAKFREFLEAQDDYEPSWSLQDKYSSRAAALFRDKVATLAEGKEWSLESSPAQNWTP
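Repeats: one replicate per compound; assay system: rat Arfgap1 catalytic domain, aa 1-136; times: enzyme reaction 120 min at 25 °C after 20 min preincubation; detection: FP of antibody-bound GDP Alexa 633 tracer, ex 620/em 688 nm; benchmarks: high control wells lacking Arfgap1, low control full reaction with DMSO; reagent: human ARF1(Δ1-17)-GTP substrate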
UHRF1 binding – UHRF1 methylated DNA binding inhibitors, primary screen, counter-screen for MBD2 inhibitor project, biochemical, TR-FRET, human UHRF1, single concentration. inhibition, % at 4.4 µM. 370,000 tested, 0.75% active. AID 687016, 2013. E3 ubiquitin-protein ligase UHRF1 (Homo sapiens), Q96T88. UHRF1 binding to methylated oligo; in the data active = inhibition above about 21%;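 also: UHRF1 SRA domain binding a hemimethylated CpG hairpin DNA probe; 0% = median of test compound wells and 100% = reference inhibitor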
PLC-beta3 inh – human PLC-beta3 inhibitors, primary screen, biochemical, fluorescence; 370,000 tested, 0.18% active; Purified PLC-beta3, fluorogenic substrate; inhibition, % at 12.2 µM; AID 720704, 2013; in the data active = inhibition above about 11%;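 also: 0% = median of compound wells on plate and 100% = full blocker control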
Tn7 DDE FP – inhibitors of Tn7 peptide binding to fibrin DD(E), primary screen, biochemical, fluorescence polarization, human fibrin, Tn7 probe. AID 720508, 2013. 370,000 tested, 0.13% active. FP displacement of FITC-Tn7 peptide from fibrin DD(E); 0% = median of compound wells per plate. Fibrinogen beta chain (Homo sapiens), P02675. inhibition, % at 8.3 µM;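 active = inhibition above the mean of compounds falling within the control limits plus 3 SD of them, cut at about 14% in these data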;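 also: 0% = plate median of compound wells and 100% = 10 µM Aha-Tn7 peptide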
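Assay system: Human fibrin DD(E) protein | Medium: Tris buffer with calcium and detergent, pH 7.8 | Reagent: 0.1 µM fluorescent Tn7 | Compound dosing: Single point at 8.3 µM | Times: 10 min preincubation, 3 h with tracer, room temperature | Detection: Fluorescence polarization of the labelled Tn7 tracer | Controls: Aha-Tn7 high control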
ASAP1 GAP inh – inhibitors of human ASAP1 ArfGAP activity, primary screen, biochemical, fluorescence polarization; Arf-GAP with SH3 domain, ANK repeat and PH domain-containing protein 1 (Homo sapiens), …; ASAP1-stimulated ARF1 GTP hydrolysis, GDP FP detection; inhibition, % at 16.5 µM; 360,000 tested, 0.19% active; in the data active = inhibition above about 25%;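 also: 0% = vehicle with enzyme and substrate and 100% = no enzyme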
PLC-gamma1 inh – PLC-gamma1 enzyme inhibitors, primary screen, biochemical, fluorescence, purified enzyme | 1-phosphatidylinositol 4,5-bisphosphate phosphodiesterase gamma-1 (Homo sapiens), P19174 | fluorogenic substrate | inhibition, % at 12.2 µM | 370,000 tested, 0.84% active | AID 720700, 2013; in the data active = inhibition above about 9.5%
proKLK7 act – proKLK7 zymogen activators, primary screen, biochemical, fluorescence intensity | activation, % at 7 µM | purified proKLK7, EDANS-DABCYL substrate fluorescence; 100% is mature enzyme control, 0% vehicle | Kallikrein-7 (Homo sapiens), P49862 | 370,000 tested, 0.9% active;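 active = activation above the mean of all tested compounds plus 3 SD, computed per campaign excluding outliers beyond control limits, cut at about 13% in these data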
Target sequence (P49862 whole entry, looked up): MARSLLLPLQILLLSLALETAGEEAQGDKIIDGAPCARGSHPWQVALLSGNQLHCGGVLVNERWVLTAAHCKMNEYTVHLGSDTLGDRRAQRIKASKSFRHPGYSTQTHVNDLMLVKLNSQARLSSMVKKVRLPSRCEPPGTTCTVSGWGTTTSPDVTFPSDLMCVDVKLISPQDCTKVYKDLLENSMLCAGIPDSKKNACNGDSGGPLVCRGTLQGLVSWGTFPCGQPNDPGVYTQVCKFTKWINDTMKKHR
Rev-erbA mod – modulators of Rev-erb alpha DNA binding, primary screen, biochemical, FITC-DNA, fluorescence polarization, uHTS | Nuclear receptor subfamily 1 group D member 1 (Homo sapiens), P20393 | Rev-erbα–FITC-DNA binding, 90 min | activity, % at 10 µM | 370,000 tested, 0.79% active | AID 1259318, 2017;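 active = activity above about 14%, limit read from the data; passing the limit was not always enough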;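 also: 0% = DMSO wells with 35 nM protein and 100% = DMSO wells with 750 nM protein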
Target sequence (P20393 whole entry, looked up): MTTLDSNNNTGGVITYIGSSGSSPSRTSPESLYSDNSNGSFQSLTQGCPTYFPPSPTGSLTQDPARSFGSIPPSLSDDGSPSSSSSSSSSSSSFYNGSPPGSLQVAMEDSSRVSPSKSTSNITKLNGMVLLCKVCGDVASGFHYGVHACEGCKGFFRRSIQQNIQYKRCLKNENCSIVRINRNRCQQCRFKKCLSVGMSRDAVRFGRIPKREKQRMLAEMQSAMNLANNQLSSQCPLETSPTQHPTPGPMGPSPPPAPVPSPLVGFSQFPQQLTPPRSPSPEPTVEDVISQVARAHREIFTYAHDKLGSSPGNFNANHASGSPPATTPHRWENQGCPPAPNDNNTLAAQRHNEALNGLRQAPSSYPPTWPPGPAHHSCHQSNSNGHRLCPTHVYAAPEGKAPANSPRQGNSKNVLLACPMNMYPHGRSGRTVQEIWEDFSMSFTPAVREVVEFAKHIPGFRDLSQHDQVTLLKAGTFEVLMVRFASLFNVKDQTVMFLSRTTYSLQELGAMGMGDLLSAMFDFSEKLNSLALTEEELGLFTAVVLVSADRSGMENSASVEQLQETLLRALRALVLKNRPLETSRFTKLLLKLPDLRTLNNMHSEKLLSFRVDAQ
Tn6 DDE FP – inhibitors of Tn6 peptide binding to fibrin DD(E), primary screen, biochemical, fluorescence polarization, human fibrin, Tn6 probe; inhibition, % at 8.3 µM; Fibrinogen beta chain (Homo sapiens), P02675; 370,000 tested, 0.21% active; AID 720509, 2013; Fibrin DD(E) TRITC-Tn6 fluorescence polarization displacement;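 active = inhibition above a per-campaign cutoff: mean of compounds within control limits plus 3 SD, cut at about 15% in these data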;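 also: 0% = median of all compound wells on the plate and 100% = blocking peptide control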
sPLA2-III inh – human group III sPLA2 inhibitors, primary screen, biochemical, QFRET, BODIPY PC-A2 liposome substrate; Group 3 secretory phospholipase A2 (Homo sapiens), Q9NZ20; QFRET BODIPY PC-A2 liposome hydrolysis, fluorescence; inhibition, % at 12.2 µM; 370,000 tested, 0.56% active; AID 743126, 2013;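 active = inhibition above mean plus 3 SD of compounds lying within the high and low control bounds, cut at about 19% in these data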;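 also: 0% = median of test compound wells and 100% = no enzyme DMSO wells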
* marks the source's active call; other numbers are inactive results.

Start of the data: the first 9 compounds, ahead of the listing:
Structure,ARFGAP1 inhibitor,UHRF1 binding,PLC-beta3 inh,Tn7 DDE FP,ASAP1 GAP inh,PLC-gamma1 inh,proKLK7 act,Rev-erbA mod,Tn6 DDE FP,sPLA2-III inh
CCOC(=O)c1cccc(C(=O)OCC)n1,-4,1,1,0,-7,3,0.5,-2,11,5
Cc1ccc2nc(N3CCN(Cc4nnnn4Cc4ccccc4)CC3)c(C#N)cc2c1,2,-2,-24,5,-10,-19,0.2,0,0,-5
CN(Cc1ccccc1NS(=O)(=O)c1ccc2ccccc2c1)C1CCCCC1,0,0,0,0,-5,1,-0.3,3,3,-4
COc1ccc(C(=O)N2CCCC(CCC(=O)NCc3ccc(F)c(F)c3)C2)cc1F (configuration not stated),-2,9,-5,4,3,-2,0.0,2,-5,8
CC(=O)c1cccc(NC(=S)NC2CC2)c1,-2,-1,1,-9,-1,-1,0.1,3,-4,-2
S=C(NCc1ccncc1)Nc1ccc(Br)cc1Cl,-6,0,-10,7,-9,2,-0.3,-7,-11,1
CCC(=O)c1ccc(OC(=O)/C=C/c2cc(OC)c(OC)c(OC)c2)cc1,10,-1,-30,-2,-5,-19,-5.4,-6,-7,-2
CC(=O)Oc1ccc(N2C(=O)C3C4C=CC(CO)(O4)C3C2=O)cc1 (configuration not stated),-4,6,-4,1,-4,-1,-0.2,5,-4,-5
O=C(NCCS(=O)(=O)N1CCN(c2ccccc2F)CC1)c1ccco1,10,-3,0,0,-8,1,-0.2,7,1,-1

The whole of this part, previewed entries included:
Structure,ARFGAP1 inhibitor,UHRF1 binding,PLC-beta3 inh,Tn7 DDE FP,ASAP1 GAP inh,PLC-gamma1 inh,proKLK7 act,Rev-erbA mod,Tn6 DDE FP,sPLA2-III inh
CCOC(=O)c1cccc(C(=O)OCC)n1,-4,1,1,0,-7,3,0.5,-2,11,5
Cc1ccc2nc(N3CCN(Cc4nnnn4Cc4ccccc4)CC3)c(C#N)cc2c1,2,-2,-24,5,-10,-19,0.2,0,0,-5
CN(Cc1ccccc1NS(=O)(=O)c1ccc2ccccc2c1)C1CCCCC1,0,0,0,0,-5,1,-0.3,3,3,-4
COc1ccc(C(=O)N2CCCC(CCC(=O)NCc3ccc(F)c(F)c3)C2)cc1F (configuration not stated),-2,9,-5,4,3,-2,0.0,2,-5,8
CC(=O)c1cccc(NC(=S)NC2CC2)c1,-2,-1,1,-9,-1,-1,0.1,3,-4,-2
S=C(NCc1ccncc1)Nc1ccc(Br)cc1Cl,-6,0,-10,7,-9,2,-0.3,-7,-11,1
CCC(=O)c1ccc(OC(=O)/C=C/c2cc(OC)c(OC)c(OC)c2)cc1,10,-1,-30,-2,-5,-19,-5.4,-6,-7,-2
CC(=O)Oc1ccc(N2C(=O)C3C4C=CC(CO)(O4)C3C2=O)cc1 (configuration not stated),-4,6,-4,1,-4,-1,-0.2,5,-4,-5
O=C(NCCS(=O)(=O)N1CCN(c2ccccc2F)CC1)c1ccco1,10,-3,0,0,-8,1,-0.2,7,1,-1
CC(NC(=O)CCNS(=O)(=O)c1ccc2c(c1)oc(=O)n2C)c1ccccc1 (configuration not stated),-6,-1,-9,-1,-4,-2,0.6,-1,6,2
Cc1ccc(/C=C2\SC(=S)N(C3CCS(=O)(=O)C3)C2=O)cc1 (configuration not stated),-4,5,4,1,-3,7,0.1,0,-7,14
COCCCC1CCN(Cc2cn[nH]c2-c2cc(OC)c(OC)c(OC)c2)CC1,-1,-2,-4,1,-4,1,0.2,1,10,3
CCOC(=O)c1[nH]c2ccc(F)cc2c1NC(=O)C(C)N1CCc2cc(OC)c(OC)cc2C1 (configuration not stated),0,0,-17,-8,0,-16,-0.1,0,7,-11
Cc1ccc(S(=O)(=O)NCCNc2ccc(Br)c(C)c2)cc1,1,2,-11,-1,-8,0,0.6,4,1,1
O=S(=O)(Nc1ccc(N2CCCCC2)cc1)c1cccs1,1,3,-2,3,-1,-5,0.4,-4,-3,2
CN(Cc1cccs1)C(=O)CN1CCN(S(=O)(=O)c2ccc3c(c2)OCCCO3)CC1,-4,-1,0,-6,-4,-2,0.1,-3,6,-4
CN1C(=O)N(C)C(NC(=O)Nc2ccccc2)C1NC(=O)Nc1ccccc1 (configuration not stated),-4,2,2,1,2,1,-0.2,2,-4,-4
COc1ccc(-c2ccc(-c3noc(C(C)C)n3)c(OC)n2)cc1,-3,2,-117,6,10,-94,-34,-5,7,-9
O=C(O)c1ccc(OS(=O)(=O)c2ccc(Cl)s2)cc1,-6,0,-6,0,-5,-3,-0.5,-3,1,3
Cc1ccc(-n2nnnc2Sc2nc([N+](=O)[O-])nn2C)cc1C,4,-1,0,0,-5,1,0.6,4,0,-5
C[C@@H](NC(=O)c1coc(=O)c(Br)c1)c1ccccc1,-4,3,-356,1,-3,-341,1.6,3,-7,14
OC1CCC(NC(=S)Nc2ccc(SC(F)F)cc2)CC1 (configuration not stated),8,1,-8,2,-1,1,0.2,0,3,7
O=[N+]([O-])c1ccccc1N=Nc1c(O)[nH]c2ccc(F)cc12,3,-2,-1,0,-8,3,-0.2,-23,2,2
CCSc1cnn(-c2ccccc2)c(=O)c1Cl,2,5,-13,5,-6,-1,-0.2,6,-4,12
O=C(COC(=O)/C=C/c1cccc(F)c1)NC1CC1,14,-1,-4,0,11,-2,0.3,-4,1,-4
Clc1ccc(OCCOCCOc2cccc3cccnc23)c(Br)c1,6,1,-19,4,8,-18,0.5,2,5,-25
CCOc1ccc(CNC(=O)Cn2ccc3cc(S(=O)(=O)N4CCCCCC4)ccc32)cc1,11,0,-6,-8,-8,0,-0.2,5,-5,-5
CC(=O)c1cc2c(cc1NC(=O)c1ccco1)OCCO2,-7,-3,-58,-4,1,-58,1.0,17,3,2
O=C(NCc1ccncc1)C(=O)NCc1ccncc1,7,0,6,-8,3,6,-0.3,7,10,-2
CC(=C/c1ccco1)/C=N/N1CCN(c2ccccc2)CC1,6,5,0,1,10,-5,0.5,-7,-1,10
COc1ccc2ccccc2c1C(=O)/C=C\c1ccoc1,8,4,-33,-3,9,-19,-0.1,0,-2,12
O=C(COC(=O)Cc1ccccc1[N+](=O)[O-])NCC1CCCCC1,7,3,2,4,2,3,-0.5,-2,-2,16
Cc1ccccc1-c1noc(-c2ccccc2C(=O)NCc2ccco2)n1,-7,1,1,-3,3,1,0.6,0,3,-11
CCCOc1ccc(N2C(=O)CC(SCCc3nc4ccccc4[nH]3)C2=O)cc1 (configuration not stated),11,-1,3,-5,-9,-1,0.0,-9,1,-28
Cc1cc(Cl)ccc1N(CC(=O)NCc1ccc2c(c1)OCO2)S(C)(=O)=O,7,7,0,5,13,4,0.4,8,-7,3
Cc1ccccc1NS(=O)(=O)c1ccc2[nH]c(=O)[nH]c2c1,0,-2,2,12,-7,0,0.2,0,-2,-1
CN(C)NC1CCS(=O)(=O)C1 (configuration not stated),0,1,3,-4,-3,7,-0.2,-1,-3,2
CCOC(=O)C1CCCN(C(=O)c2sc(-c3ccccc3)nc2C)CC1 (configuration not stated),6,4,0,-7,-5,3,-0.5,-2,5,0
C=CCNC(=O)CSc1nnc(-c2ccccn2)n1Cc1ccccc1,9,-2,-2,2,7,1,-0.1,-1,-2,-5
COC(=O)COc1ccc2oc(=O)cc(C)c2c1,1,0,-32,-8,-6,-25,9.1,-4,8,7
COc1ccc(N2CCN(C(CNS(=O)(=O)c3ccc(C)cc3)c3ccccc3)CC2)cc1 (configuration not stated),1,-1,5,2,-5,0,-0.6,-2,2,1
NC(=O)C1CCN(C(=O)c2cc3c(s2)CCCCC3)CC1,4,0,-3,7,6,-2,0.5,-1,3,10
CCC(=O)NS(=O)(=O)c1ccc(N=NN2CCCCC2)cc1,-2,1,6,1,-13,2,-0.1,-2,5,4
O=C(CCCn1cc([N+](=O)[O-])cn1)Nc1cccnc1,0,-1,-5,-6,3,2,0.8,4,-1,-7
CCOC(=O)c1ccc(-c2ccc(/C=N/NC(=O)c3cncc(Br)c3)o2)cc1,5,3,-14,3,7,-6,-0.2,-1,-5,11
COC(=O)N1C2CCCCC2=NN(c2ccccc2)N1C(=O)OC (configuration not stated),9,0,4,-2,-6,3,0.5,-4,7,3
COc1ccc(OCCOc2ccc(N(C)S(=O)(=O)c3ccccc3)cc2)cc1,-6,0,-5,7,-3,0,0.4,-2,-2,-2
O=C(N[C@@H](Cc1ccccc1)C(=O)Nc1ccc(F)cc1)C1CCNCC1,-2,1,-3,-3,-10,6,-0.3,-2,-7,7
CC(=C1C(=O)c2ccccc2C1=O)N1CCN(c2ccc(F)cc2)CC1,-3,-2,-1,-1,-10,-1,-0.3,-2,0,-3
CCNc1ccc(C(=O)OCC(=O)NC(C)c2ccccc2)cc1[N+](=O)[O-] (configuration not stated),9,-4,-1,-6,5,0,0.5,8,-6,-1
